KDM5B inhibitor: blocks human KDM5B histone demethylase activity; AID 1347165; Potency, µM (series often up to 57.7 µM), without a hit: at the top dose activity change, negative = inhibition, hits mostly inhibitors; Q9UGL1; actives 2.6% (n = 220,000); KDM5B demethylase, FDH-coupled NADH fluorescence (FDH is formaldehyde dehydrogenase); active means well fitted inhibition curve with a large enough effect; inconclusive means small, poorly fitted or top-dose-only effect; inactive means no such curve, though single readings can be large or run the other way; further: 0% is about no effect; nearly all actives have a fitted effect of over 70% in size
Target sequence (Q9UGL1 whole entry, looked up): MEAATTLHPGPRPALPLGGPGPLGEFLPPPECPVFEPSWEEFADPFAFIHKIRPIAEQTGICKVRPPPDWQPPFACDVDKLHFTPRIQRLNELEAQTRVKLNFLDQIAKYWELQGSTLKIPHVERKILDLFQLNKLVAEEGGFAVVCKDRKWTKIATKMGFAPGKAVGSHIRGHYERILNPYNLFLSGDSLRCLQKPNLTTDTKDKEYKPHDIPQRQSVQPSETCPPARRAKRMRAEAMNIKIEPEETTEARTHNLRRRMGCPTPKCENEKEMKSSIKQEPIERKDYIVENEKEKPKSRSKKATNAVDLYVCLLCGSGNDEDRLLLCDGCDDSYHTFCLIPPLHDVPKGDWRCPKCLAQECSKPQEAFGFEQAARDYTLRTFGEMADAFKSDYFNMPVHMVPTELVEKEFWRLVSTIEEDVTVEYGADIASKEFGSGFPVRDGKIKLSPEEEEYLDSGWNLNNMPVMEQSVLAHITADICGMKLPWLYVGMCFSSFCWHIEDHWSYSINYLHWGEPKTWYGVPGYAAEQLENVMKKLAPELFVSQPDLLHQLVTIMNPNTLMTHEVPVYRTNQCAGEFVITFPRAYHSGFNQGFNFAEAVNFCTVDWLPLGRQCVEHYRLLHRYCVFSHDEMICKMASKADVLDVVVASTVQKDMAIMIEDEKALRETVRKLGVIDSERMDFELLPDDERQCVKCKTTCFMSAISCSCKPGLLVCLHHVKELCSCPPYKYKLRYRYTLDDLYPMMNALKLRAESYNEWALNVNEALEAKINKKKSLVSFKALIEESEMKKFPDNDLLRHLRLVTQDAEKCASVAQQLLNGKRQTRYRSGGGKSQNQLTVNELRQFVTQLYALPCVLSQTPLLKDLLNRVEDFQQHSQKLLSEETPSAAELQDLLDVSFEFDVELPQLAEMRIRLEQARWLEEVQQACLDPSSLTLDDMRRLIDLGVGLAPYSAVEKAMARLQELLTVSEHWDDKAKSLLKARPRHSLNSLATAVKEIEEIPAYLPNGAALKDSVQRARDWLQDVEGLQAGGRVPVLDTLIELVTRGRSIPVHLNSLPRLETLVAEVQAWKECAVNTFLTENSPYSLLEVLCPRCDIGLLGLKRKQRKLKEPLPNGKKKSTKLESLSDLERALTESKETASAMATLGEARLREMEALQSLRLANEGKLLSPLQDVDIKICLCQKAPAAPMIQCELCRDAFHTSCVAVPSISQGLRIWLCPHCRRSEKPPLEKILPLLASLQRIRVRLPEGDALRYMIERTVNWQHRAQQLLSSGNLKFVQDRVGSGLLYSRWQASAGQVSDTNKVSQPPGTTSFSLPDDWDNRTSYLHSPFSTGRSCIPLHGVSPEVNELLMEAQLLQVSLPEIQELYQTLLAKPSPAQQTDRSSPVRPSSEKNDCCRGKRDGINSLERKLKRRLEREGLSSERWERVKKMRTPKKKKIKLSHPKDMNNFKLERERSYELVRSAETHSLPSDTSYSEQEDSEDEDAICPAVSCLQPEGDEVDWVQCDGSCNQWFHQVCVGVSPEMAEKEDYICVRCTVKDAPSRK
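Inhibition is measured as reduced NADH fluorescence generation from FDH coupling to formaldehyde release. Truncated KDM5BΔAP at 200 nM final acts on H3K4me3 peptide (12.5 µM in substrate mix) in pH 7.5 HEPES buffer with Tween-20, 30 min, room temperature.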
Starred values were filed as active, the others as inactive; [ ] = another dose, or the depositor's remark. Potency means the concentration at half of the fitted maximal effect. The list is partial; the hit share may differ from the screen's.

How did CCOc1ccc(C2Cn3nnc(-c4nc(-c5ccc(OC)c(F)c5)no4)c3CO2)cc1 (stereo not given) do in these assays?
KDM5B inhibitor: 13%

What do the screens show for `C1CCC(c2noc(COCC3CC3)n2)NC1` (stereo not given)?
KDM5B inhibitor: -27%

Results for Cc1nc(-c2ccc(F)cc2)n(Cc2ccc(F)cc2)c(=O)c1CCO ?
KDM5B inhibitor: -26%

How did COC(=O)c1ccc2c(c1)N(Cc1ccc(F)cc1Cl)C(=O)c1ccccc1S2(=O)=O do in these assays?
KDM5B inhibitor: 3%

What do the screens show for `CCOc1ccc(CC(=O)NC2CCc3n[nH]c(=O)n3CC2)cc1OCC` (stereo not given)?
KDM5B inhibitor: 13%

Results for COc1ccc(-n2ccnc(NCc3cccs3)c2=O)cc1 ?
KDM5B inhibitor: inconclusive

What do the screens show for `CCC(O)c1cc2n(n1)CCN(C(=O)Cn1nc(C)c3ccccc3c1=O)C2` (stereo not given)?
KDM5B inhibitor: -26%

How did CCc1nnc(CN2CCC(c3nc4ccccc4s3)CC2)o1 do in these assays?
KDM5B inhibitor: 16%

What do the screens show for `Cc1oc(-c2ccccc2)nc1CC(=O)NCc1cc2n(n1)CCNC2`?
KDM5B inhibitor: inconclusive

Results for Cc1ccc(C)c(C(=O)N2CCCC(n3cc(-c4nc(C)no4)nn3)C2)c1 (stereo not given) ?
KDM5B inhibitor: -7%

What do the screens show for `CN(C)C(=O)/C(=C/C=C/c1ccccc1)NC(=O)c1ccccc1`?
KDM5B inhibitor: 6%

What do the screens show for `Cc1occc1-c1nnc(SC(C)C(=O)NCc2cccs2)o1` (stereo not given)?
KDM5B inhibitor: 9%

How did COCCOc1ccc(-c2noc([C@@H]3CCCN3Cc3c[nH]c4ccccc34)n2)cn1 do in these assays?
KDM5B inhibitor: -26%[86.2 µM]

How did COC(=O)CCCC[C@H]1SC[C@@H](N)[C@H]1N do in these assays?
KDM5B inhibitor: 30%

Results for O=C(Nc1ccc2c(N3CCCC3)ncnc2c1)C1CCCO1 (stereo not given) ?
KDM5B inhibitor: inconclusive

Results for O=C(N1CCN(CCO)CC1)N1c2ccccc2CCc2ccccc21 ?
KDM5B inhibitor: 21%

Results for CCOC(=O)c1ccc(Nc2nc3ccccc3n3c(C)nnc23)cc1 ?
KDM5B inhibitor: -2%

What do the screens show for `COc1ccc(CC(=O)N2CCC[C@H]2c2nc(-c3ccccc3Cl)no2)cc1OC`?
KDM5B inhibitor: -8%

How did COCCN1CCNc2nc(COc3ccccc3OC(F)(F)F)n(Cc3ccccc3)c2C1=O do in these assays?
KDM5B inhibitor: 2%

How did NC(=O)c1c(NC(=O)c2cc(-c3ccc(F)cc3)on2)sc2c1CCCC2 do in these assays?
KDM5B inhibitor: -10%

What do the screens show for `CN(CC1CCN(CCc2ccc(F)cc2)CC1)C1CCN(Cc2cccnc2)CC1`?
KDM5B inhibitor: 8%

How did Cc1ccc(S(=O)(=O)N(C)CC(=O)NCCc2c[nH]c3ccccc23)cc1 do in these assays?
KDM5B inhibitor: -1%

Results for COc1ccccc1C1CC(=O)NC(SCC(=O)Nc2ccc(F)cc2)=C1C#N (stereo not given) ?
KDM5B inhibitor: 14%

What do the screens show for `CCC1(C)Cc2c(sc3nc(SC)n(-c4ccc(C)cc4)c(=O)c23)CO1` (stereo not given)?
KDM5B inhibitor: -33%

Results for Cc1cccc(CNC(=O)CN2C(=O)CCn3nc(-c4cn(C)c5ccccc45)cc32)c1 ?
KDM5B inhibitor: inconclusive

How did Cc1csc2c(=O)sc(NC(=O)c3cccs3)nc12 do in these assays?
KDM5B inhibitor: inconclusive

Results for CC(C)NC(=O)COC(=O)c1cc(-c2ccc(Cl)s2)nc2ccccc12 ?
KDM5B inhibitor: -35%

How did COCCCNc1nc2c(c(=O)[nH]c(=O)n2C)n1CCO do in these assays?
KDM5B inhibitor: -20%

How did O=C(Cc1ccccc1)N1CCCC2(CC(c3cccnc3)=NO2)C1 (stereo not given) do in these assays?
KDM5B inhibitor: 3%[149 µM]

How did CCc1cccc(NC(=O)Cn2c(=O)c(-c3noc(CC)n3)c3n(c2=O)CCCC3)c1 do in these assays?
KDM5B inhibitor: -11%

What do the screens show for `CC1=C[C@@H](CNC(=O)CC(C)(C)CC(=O)O)[C@H](C(C)C)C[C@H]1Cc1nc2ncccc2[nH]1`?
KDM5B inhibitor: inconclusive

What do the screens show for `COc1ccc(OC)c(-c2noc(N3CCN(c4cc(C)ccc4C)CC3)n2)c1`?
KDM5B inhibitor: inconclusive

How did CN(CC(=O)N1CCc2ccccc2C1)S(=O)(=O)c1ccc(Br)cc1 do in these assays?
KDM5B inhibitor: -7%

Results for C#CCNC(=O)c1cc(-c2ccccc2OC)nc2c1cnn2C ?
KDM5B inhibitor: inconclusive

Results for Cn1c(=O)c2c(nc(N3CCN(c4cccc(Cl)c4)CC3)n2Cc2ccc(F)cc2)n(C)c1=O ?
KDM5B inhibitor: -14%

What do the screens show for `CC(NC(=O)CSc1ccccc1)c1ccc2c(c1)OCCO2` (stereo not given)?
KDM5B inhibitor: 8%

How did Cc1ccc(C(=O)OCC(=O)NC(=O)c2cccn2C)cc1[N+](=O)[O-] do in these assays?
KDM5B inhibitor: 38%

What do the screens show for `CS(=O)(=O)NC1CCN(c2nc(-c3cccnc3)nc3c2CNC3)CC1`?
KDM5B inhibitor: -28%

What do the screens show for `O=C(COc1ccccc1)NC1CCCc2c1[nH]c1ccccc21` (stereo not given)?
KDM5B inhibitor: inconclusive

Results for O=C(NCc1ccccc1)c1cc(-c2ccccn2)nc2ccccc12 ?
KDM5B inhibitor: -12%

What do the screens show for `Cc1ccc(-c2nc3cc(NC(=O)c4ccc5c(c4)OCO5)ccc3o2)c(C)c1`?
KDM5B inhibitor: -6%

What do the screens show for `Clc1ccc(C2=CSC3=NCCN23)c(Cl)c1`?
KDM5B inhibitor: 13%

How did CNC(=O)c1cnc2c(c1)N(Cc1ccccc1)CCC2 do in these assays?
KDM5B inhibitor: 32µM*

How did C=Cn1ccnc1CC(O)c1ccc(OC)cc1 (stereo not given) do in these assays?
KDM5B inhibitor: 26%

How did COCCN(CC1CCCN(C2Cc3ccccc3C2)C1)C(=O)c1cc(C)nn1C (stereo not given) do in these assays?
KDM5B inhibitor: inconclusive

What do the screens show for `Cc1cc2nc3n(c(=O)c2n1CC(=O)NCc1ccc(F)cc1)CCCCC3`?
KDM5B inhibitor: -6%

How did Cn1c(=O)n(Cc2nc(-c3ccccc3)no2)c(=O)c2ccccc21 do in these assays?
KDM5B inhibitor: 9%

Results for COc1cccc(NC(=O)C2CCCN(Cc3ccncc3)CCC(=O)NCC2)c1 (stereo not given) ?
KDM5B inhibitor: -15%

Results for O=C(NCC1CC1)c1cccc(OC2CN(Cc3cc(F)c(F)c(F)c3)C2)c1 ?
KDM5B inhibitor: -16%

What do the screens show for `COc1cccc(/C=N/NC(=S)Nc2cccc(S(=O)(=O)N(C)C)c2)c1`?
KDM5B inhibitor: inconclusive

Results for O=C(CCC1CCCCC1)Nc1ccc2sc3ccccc3c(=O)c2c1 ?
KDM5B inhibitor: 5%

Results for Cc1ccc(S(=O)(=O)c2nnn3c2nc(NCc2ccccc2)c2sccc23)cc1 ?
KDM5B inhibitor: inconclusive

How did O=C(Nc1cccnc1)C1CCC1 do in these assays?
KDM5B inhibitor: 8%

How did O=C(O)CC1c2ccccc2CCN1C(=O)Nc1cc(Cl)ccc1Cl (stereo not given) do in these assays?
KDM5B inhibitor: 1%

How did COc1ccc(NC(=O)Cn2c(CCC(=O)O)ccc2-c2ccccc2)cc1Cl do in these assays?
KDM5B inhibitor: inconclusive

What do the screens show for `Cc1noc(C)c1-c1cnc2[nH]cc(CC(=O)NCc3cccnc3)c2c1`?
KDM5B inhibitor: 35µM*

What do the screens show for `CCNC(=O)NC(=O)C(C)OC(=O)c1nn(CC(C)C)c(=O)c2ccccc12` (stereo not given)?
KDM5B inhibitor: 21%

Results for Cc1ccc2nc(-c3ccc(Cl)c(NC(=O)c4cc([N+](=O)[O-])ccc4N4CCOCC4)c3)oc2c1 ?
KDM5B inhibitor: -10%

What do the screens show for `Cc1cccc(C(=O)N2CCC3(CC2)c2[nH]c4ccccc4c2CCN3C)c1`?
KDM5B inhibitor: inconclusive

Results for CC(C)(C)C(=O)Nc1cccc(C(=O)NOCc2ccccc2)c1 ?
KDM5B inhibitor: 17%

Results for Cc1ccc(/C=C/C(=O)N/N=C/c2ccccc2)cc1 ?
KDM5B inhibitor: 1%

Results for CCOc1ccc(CN2C(=O)c3ccccc3Sc3ccc(C(=O)NCCCN4CCOCC4)cc32)cc1 ?
KDM5B inhibitor: inconclusive

Results for COC1C(=O)N(c2cccc(F)c2)C12CCN(C(=O)c1cccnc1)CC2 (stereo not given) ?
KDM5B inhibitor: 10%

What do the screens show for `O=C(Nc1cccc(F)c1)c1cnc(-c2ccc(F)cc2)nc1-c1ccncc1`?
KDM5B inhibitor: -18%

Results for CCCNc1nc(Nc2ccc(C)c(Cl)c2)c2cnn(C)c2n1 ?
KDM5B inhibitor: inconclusive

Results for CC(C)NC(=O)c1cccc2c1CCCN2Cc1nc(-c2cccc(Cl)c2)no1 ?
KDM5B inhibitor: -3%

What do the screens show for `O=C(c1cc(F)ccc1F)N1CCC(Cc2nc(-c3cnccn3)no2)CC1`?
KDM5B inhibitor: 2%

Results for CCCOc1ccc(-c2nc3ccccc3c(C(=O)O)c2C)cc1 ?
KDM5B inhibitor: 5%

Results for O=C(CSc1oc(-c2cccs2)nc1S(=O)(=O)c1ccccc1)Nc1ccc(F)cc1 ?
KDM5B inhibitor: inconclusive

Results for Cn1c(CNC(=O)C2(C)CCCCC(=O)N2)nc2ccccc21 (stereo not given) ?
KDM5B inhibitor: -36%

What do the screens show for `CC(=O)c1ccc(S(=O)(=O)NCCC(=O)NCCc2c[nH]c3ccccc23)cc1`?
KDM5B inhibitor: 10%

Results for Cc1cc(C(=O)NC2CC2)c2c(C3CCCNC3)noc2n1 (stereo not given) ?
KDM5B inhibitor: -27%[149 µM]

How did CCOc1ccc(N(CC)C(=O)C(=O)c2c(C)n(C)c3ccccc23)cc1 do in these assays?
KDM5B inhibitor: 9%

Results for Cc1cccc(CCNC(=O)C2CCC(=O)N(Cc3ccc(Cl)cc3)C2)n1 (stereo not given) ?
KDM5B inhibitor: 13%

Results for CN1CCC2(C1)CN(Cc1ccccc1)c1ccc(C(=O)NCC[S+](C)(=O)[O-])cc12 (stereo not given) ?
KDM5B inhibitor: 35µM*

What do the screens show for `COc1ccc(N2CCN(S(=O)(=O)c3csc(C(N)=O)c3)CC2)cc1`?
KDM5B inhibitor: -12%

How did CN1CCN(NC(=O)c2ccccc2Br)CC1 do in these assays?
KDM5B inhibitor: 6%

Results for CCOCCn1c(=O)n(Cc2c(C)noc2C)c2cc(C(=O)O)cnc21 ?
KDM5B inhibitor: -9%

How did CCOC(=O)C1CCN(c2csc3ccc(C)cc3c2=O)CC1 do in these assays?
KDM5B inhibitor: inconclusive

What do the screens show for `COc1ccc(NC(=O)Cn2c(=O)cc(C)c3c(C)nn(-c4cccc(Cl)c4C)c32)cc1OC`?
KDM5B inhibitor: 2%

Ordered by length of the SMILES (ascending): four of the compounds above.
How did CCOC(=O)C1CCN(c2csc3ccc(C)cc3c2=O)CC1 do in these assays?
KDM5B inhibitor: inconclusive

Results for CCCOc1ccc(-c2nc3ccccc3c(C(=O)O)c2C)cc1 ?
KDM5B inhibitor: 5%

Results for CC(C)NC(=O)c1cccc2c1CCCN2Cc1nc(-c2cccc(Cl)c2)no1 ?
KDM5B inhibitor: -3%

What do the screens show for `CC(=O)c1ccc(S(=O)(=O)NCCC(=O)NCCc2c[nH]c3ccccc23)cc1`?
KDM5B inhibitor: 10%

The list goes on:
What do the screens show for `CC(C)Oc1ccc(CNC(=O)CCCN2C(=O)c3cccnc3Oc3ccc(Cl)cc32)cc1`?
KDM5B inhibitor: -6%

What do the screens show for `COC(=O)c1ccc(COc2ccc(OCc3ccccc3)cc2)o1`?
KDM5B inhibitor: 10%

What do the screens show for `Cc1cccc(C)c1-c1nc(C(=O)NC2CC2)n2ccccc12`?
KDM5B inhibitor: 100µM*

Results for CN(c1cc(=O)c2ccnc(-c3cncnc3)c2o1)C1CCOCC1 ?
KDM5B inhibitor: inactive

How did CSc1ncccc1C(=O)N1CCC2(CCCN(CC3CC3)C2=O)C1 (stereo not given) do in these assays?
KDM5B inhibitor: -26%

How did COc1ccc(NC(=O)CSc2nc(-c3cccs3)cc(C(F)(F)F)n2)c(OC)c1 do in these assays?
KDM5B inhibitor: -6%

Results for CN1CCN(C(=O)C2(N(C)CCc3ccccc3)Cc3ccccc3C2)CC1 ?
KDM5B inhibitor: -15%

How did COc1ccc(CC(=O)Nc2ccc3nc(Nc4ccc(OC)cc4)cc(C)c3c2)cc1 do in these assays?
KDM5B inhibitor: inconclusive

How did CCCc1ccc(S(=O)(=O)Nc2cc(C(=O)N(C)CC(=O)NC)ccc2N2CCNCC2)cc1 do in these assays?
KDM5B inhibitor: 18%

What do the screens show for `CC(=O)N1CC2(CCCCN2CC2CC2)Cc2ccccc21` (stereo not given)?
KDM5B inhibitor: -3%[149 µM]

Entries above containing a CF3 group (2):
How did COCCN1CCNc2nc(COc3ccccc3OC(F)(F)F)n(Cc3ccccc3)c2C1=O do in these assays?
KDM5B inhibitor: 2%

How did COc1ccc(NC(=O)CSc2nc(-c3cccs3)cc(C(F)(F)F)n2)c(OC)c1 do in these assays?
KDM5B inhibitor: -6%

Bioassay records (PubChem BioAssay)
